Source: PubChem (National Center for Advancing Translational Sciences (NCATS))
Glioma ERSR ind – qHTS for Inducers of the Endoplasmic Reticulum Stress Response (ERSR) in Human Glioma: qHTS | U87-MG GRP78 promoter luciferase reporter, 16 h | Potency, µM, inactives show at the highest dose activation, most hits filed as activators | 0.02% of 420,000 active; note: potency is the fitted concentration of half-maximal effect; series mostly up to about 76 µM; % of control where 0% means no effect; nearly all actives have a fitted effect of over 35% in size
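ERSR induction read as luciferase luminescence (Bright-Glo, 10 min at room temperature) in stably transfected human U87-MG glioma cells exposed to compounds for 16 h, using GRP78 as sensor.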
TrxR1 substrate – qHTS Assay for Substrates of Mammalian Selenoprotein Thioredoxin Reductase 1 (TrxR1): qHTS; Thioredoxin reductase 1, cytoplasmic (Rattus norvegicus), O89049; purified TrxR1 substrate turnover, NADPH consumption readout; Potency, µM (series often up to 114 µM), without a hit: top-dose activity change, negative = substrate turnover; 0.01% of 390,000 active; AID 588456, 2011; note: potency is the fitted concentration of half-maximal effect; % is set by controls: 0 for no effect and ±100 for the full control effect; nearly all actives have a fitted effect of over 50% in size
Target sequence (O89049 whole entry, looked up): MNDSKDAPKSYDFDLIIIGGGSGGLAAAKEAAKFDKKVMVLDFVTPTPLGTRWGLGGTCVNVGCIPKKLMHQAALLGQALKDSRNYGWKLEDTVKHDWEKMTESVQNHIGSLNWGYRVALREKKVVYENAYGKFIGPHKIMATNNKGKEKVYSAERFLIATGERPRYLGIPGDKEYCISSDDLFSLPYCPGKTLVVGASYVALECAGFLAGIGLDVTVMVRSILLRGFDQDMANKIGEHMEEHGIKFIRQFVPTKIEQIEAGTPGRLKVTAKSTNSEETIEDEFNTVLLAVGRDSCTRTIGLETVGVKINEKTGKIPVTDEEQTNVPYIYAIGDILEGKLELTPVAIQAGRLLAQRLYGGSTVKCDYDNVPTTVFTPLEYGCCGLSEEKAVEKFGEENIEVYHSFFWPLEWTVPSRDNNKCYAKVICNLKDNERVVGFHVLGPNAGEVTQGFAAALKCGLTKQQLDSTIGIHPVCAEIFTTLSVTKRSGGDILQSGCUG
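Rat TrxR1, dispensed at 90 nM, was prereduced with 400 uM NADPH (final) for 5 min at ~22 deg C, then incubated with compound 15 min before 400 uM selenite. A first-read NADPH fluorescence drop versus no-compound background flagged substrates.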
IDH1 R132H inh – qHTS for Inhibitors of mutant isocitrate dehydrogenase 1 (IDH1): qHTS; Potency, µM (titrated, usually from 76.6 µM), for inactives: at the top dose activity change, negative = inhibition, actives largely listed as inhibitors; 0.093% of 390,000 active; IDH1-R132H enzyme, NADPH consumption, diaphorase/resazurin fluorescence; note: potency is the fitted concentration of half-maximal effect; % is set by controls: 0 for no effect and ±100 for the full control effect; nearly all actives have a fitted effect of over 65% in size
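IDH1-R132H (0.5 ug/mL dispensed) in pH 7.5 Tris buffer was preincubated 30 min with compound, then given a substrate mix of 0.016 mM NADPH and 2 mM alpha-KG for 80 min at room temperature; remaining NADPH was read by diaphorase/resazurin fluorescence.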
Vif-APOBEC3F blk – qHTS for Inhibitors of Vif-A3F Interactions: qHTS | Potency, µM (series often up to 46.1 µM), without a hit: at the top dose activity, negative = active | HeLa A3F-eYFP + Vif (tagged APOBEC3F with the HIV-1 protein that degrades it), YFP fluorescence increase | 0.2% of 390,000 active; note: potency is the fitted concentration of half-maximal effect; % of control where 0% means no effect; nearly all actives have a fitted effect of over 65% in size
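HeLa cells stably expressing Vif plus C-terminally eYFP-tagged A3F were seeded, incubated overnight at 37 deg C, dosed with compound, incubated overnight again at 37 deg C. Yellow fluorescence (Ex 488/Em 500-530) reported blocked Vif-mediated A3F-eYFP degradation.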
RXFP1 agonist – qHTS Assay for Agonists of the Relaxin Receptor RXFP1. Relaxin receptor 1 (Homo sapiens), Q9HBX9. HEK293T-RXFP1 cAMP TR-FRET, 30 min; response scale: percent of porcine relaxin response, buffer zero. Potency, µM (series often up to 57.5 µM), for the others: at the highest dose activation, most hits filed as activators. 0.3% of 370,000 active. AID 2676, 2010; note: potency is the fitted concentration of half-maximal effect; % is set by controls: 0 for no effect and ±100 for the full control effect; nearly all actives have a fitted effect of over 60% in size; many of its hits are not listed in these tables
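cAMP rise read by TR-FRET after 30 min, 37C compound exposure (up to 58 uM) in RXFP1-transfected HEK293 cells with Ro 20174 present. EC50 from Hill-equation fits, with 29 nM porcine relaxin as 100% and buffer as basal.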
LDHA block – qHTS assay for inhibitors of human lactate dehydrogenase | L-lactate dehydrogenase A chain (Homo sapiens), P00338 | purified LDHA, NADH/diaphorase-resazurin fluorescence; hits give low values | activity change, % (values are at about 110 or 230 µM) | 0.15% of 480,000 active | AID 1347041, 2019; in the data active = activity change below about -30%; inconclusive = mostly about -25% to -30%;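 note: plate controls were DMSO wells for no effect and wells without enzyme for full effect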
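Resorufin fluorescence (ex540/em590), read at 0 and 20 min after diaphorase/resazurin addition, reports the NADH left after a 5 min room-temperature reaction of 2 nM human LDH5 with 0.06 mM NADH and 0.2 mM pyruvate.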
USP1 inh – Inhibitors of USP1/UAF1: Primary Screen; Ubiquitin carboxyl-terminal hydrolase 1 (Homo sapiens), O94782; recombinant USP1/UAF1, Ub-Rhodamine cleavage fluorescence; Potency, µM (highest dose often 57.1 µM), for the others: at the highest dose activity change, negative = inhibition, most hits filed as inhibitors; 0.23% of 390,000 active; AID 743255, 2014; note: potency is the fitted concentration of half-maximal effect; % is set by controls: 0 for no effect and ±100 for the full control effect; nearly all actives have a fitted effect of over 60% in size; inactives centre near -12
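In this screen, compounds sit with the deubiquitinase complex (1nM) for 15 min at room temperature before Ub-Rho is added at 150nM final. Fluorescence rise is then followed for 6 reads every 60 seconds.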
PI4K2A block – qHTS for small molecular inhibitors of PI4K2A. purified PI4K2A, ADP-Glo luminescence, 1 h; hits give low values. activity change, negative = inhibition, % at 76.9 µM. 0.13% of 420,000 active. AID 1346378, 2018; in the data active = activity change below about -50%; inconclusive = mostly about -30% to -49%;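 note: -100% = wells without enzyme as full effect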
Target sequence (Q9BTU6 whole entry, looked up): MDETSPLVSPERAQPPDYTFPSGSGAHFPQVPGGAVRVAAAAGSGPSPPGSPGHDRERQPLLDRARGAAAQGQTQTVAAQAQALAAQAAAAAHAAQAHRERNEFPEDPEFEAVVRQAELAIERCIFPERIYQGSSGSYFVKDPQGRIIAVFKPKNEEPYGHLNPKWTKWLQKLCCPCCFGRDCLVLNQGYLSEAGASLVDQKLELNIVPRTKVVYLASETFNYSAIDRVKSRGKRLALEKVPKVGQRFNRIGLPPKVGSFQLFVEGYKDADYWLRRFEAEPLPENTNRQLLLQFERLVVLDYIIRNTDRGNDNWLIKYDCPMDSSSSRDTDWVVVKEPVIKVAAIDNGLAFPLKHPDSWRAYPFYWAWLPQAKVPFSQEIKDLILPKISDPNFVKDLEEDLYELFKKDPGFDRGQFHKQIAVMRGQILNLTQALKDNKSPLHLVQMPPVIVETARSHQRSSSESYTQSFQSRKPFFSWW
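In this quantitative HTS, ADP production by PI4K2A was quantified luminescently after 1 h at ambient temperature; 100 microM adenosine served as plate-quality control.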
Vif-APOBEC3G blk – qHTS for Inhibitors of Vif-A3G Interactions: qHTS; Potency, µM (titrated, usually from 46.1 µM), for inactives: at the top dose activity, negative = active, usual class: inhibitors; HeLa A3G-eYFP + Vif (tagged APOBEC3G with the HIV-1 protein that degrades it), YFP fluorescence, overnight; 0.076% of 410,000 active; DNA dC->dU-editing enzyme APOBEC-3G (Homo sapiens), Q9HC16;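 note: potency is the fitted concentration of half-maximal effect; % is set by controls: 0 for no effect and ±100 for the full control effect; nearly all actives have a fitted effect of over 60% in size; hits raise eYFP signal because A3G escapes Vif-driven loss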
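Read-out is eYFP fluorescence (Ex 488/Em 500-530) from Vif-expressing HeLa A3G-eYFP cells; more signal means A3G escaped Vif-mediated degradation. Cells plated overnight, compound pinned in, incubated overnight at 37 deg C.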
* hit, by the source's call; ? = inconclusive; . = not tested or not shown; [ ] = dose if it differs, or a comment. Unless noted, calls come from the whole dose curve; as a rule, active = well fitted curve in the direction sought with a large enough effect; inconclusive = small, poorly fitted or top-dose-only effect, or another doubt; inactive = no such curve, though single readings can be large; an effect the other way counts as inactive or inconclusive. Not all compounds are listed. The share of hits here may be higher or lower than overall.

SMILES | Glioma ERSR ind | TrxR1 substrate | IDH1 R132H inh | Vif-APOBEC3F blk | RXFP1 agonist | LDHA block | USP1 inh | PI4K2A block | Vif-APOBEC3G blk
CC(C)(C)c1ccc(SCCc2ccncc2)cc1 | 2% | -6%[57.1 µM] | 5% | -7% | 0.1% | 0 | -20% | 3 | 0%
O=C(CNC(=O)c1ccc(OC(F)F)cc1)NCC1CCCO1 (configuration not stated) | 7% | 1% | -4% | -2% | 1.0% | -4 | -25% | 1 | 4%
CCOc1cc(C(=O)N2CCN(c3ccc(C(C)=O)cc3)CC2)cc(OCC)c1OCC | -2% | -4% | 4% | 0% | 2.4% | -2 | -10% | 2 | -6%
Cc1ccc(S(=O)(=O)NCC(=O)OC(C)C(=O)NCc2ccc3c(c2)OCO3)cc1 (configuration not stated) | -4% | -7% | 1% | 6% | . | -5 | 3% | 2 | 0%
CC(C)(C)OC(=O)N/N=C/c1ccc(Br)cc1 | 5% | 8%[57.1 µM] | -2% | 1% | -1.5% | -4 | ? | 1 | 7%
COc1cccc(-c2ccc(SCC(=O)NC3CCCCC3)nn2)c1 | 1% | -5% | 7% | -2% | 0.9% | -9 | -18% | -2 | 0%
COc1ccc(NC(=O)c2cc(OC)c(OC)cc2OC)c(S(=O)(=O)N2CCOCC2)c1 | -6% | 3% | 7% | -5% | 28% | -4 | -19% | 15 | -5%
Cc1ccc(S(=O)(=O)N2CCN(c3c([N+](=O)[O-])cc(C(F)(F)F)cc3[N+](=O)[O-])CC2)cc1 | 1% | -7% | 7% | -23% | 3.3% | -2 | 1% | -1 | 1%
C/C=C/C(=O)OCC(=O)Nc1c(Cl)cccc1Cl | -4% | -10% | -5% | -6% | 2.9% | 0 | -4% | 0 | -4%
Cc1ccc(S(=O)(=O)Nc2ccccc2C(N)=O)cc1 | -4% | 16% | -4% | -3% | -0.2% | -11 | 2% | -5 | -4%
CCN(CC)/[N+]([O-])=N/OCOC(=O)C(C)c1ccc2cc(OC(C)=O)ccc2c1 (configuration not stated) | 0% | 5%[0.457 µM] | . | . | . | 5 | . | . | -29%
O=C(Nc1ccc2c(c1)OCCO2)C(c1ccnc2ccccc12)N1CCN(C/C=C/c2ccccc2)CC1 (configuration not stated) | -7% | . | . | . | . | 2 | . | -1 | -25%
CN(Cc1ccccc1)C(=O)c1ccc(NC(=O)Cc2ccc(NC(=O)C3CCCN(C(=O)c4ccccc4)C3)cc2)cc1 (configuration not stated) | -2% | -2% | 1%[38.3 µM] | 5% | . | -3 | -13% | -1 | 1%
CN(Cc1ccccc1)C(=O)c1cccc(NC(=O)Cc2ccc(NC(=O)C3CCCN(C(=O)C4CCCC4)C3)cc2)c1 (configuration not stated) | -4% | -2% | -7%[38.3 µM] | -4% | . | -3 | -23% | 1 | 1%
Cc1cccc(NC(=O)CNC(=O)C(NC(=O)Cc2ccccc2)C(C)C)c1C (configuration not stated) | 2% | -5% | -11% | 0% | -3.3% | 2 | -11% | 3 | -7%
CCN(CC)CCCNc1nc(CN2CCOCC2)nc2sc3c(c12)CCC3 | 1% | -14%[57.1 µM] | 8% | -3% | 10% | -1 | -4% | 0 | 5%
CCc1ccc(C(=O)c2cn(CC(=O)Nc3cc(OC)ccc3OC)c3ccc(Cl)cc3c2=O)cc1 | -3% | -7% | -4% | -5% | 0.1% | 2 | -19% | -13 | -1%
CSc1ncnc2c1ncn2CCCNCc1ccco1 | 0% | . | -7% | -4% | . | -19 | -3% | -6 | -3%
CCOC(=O)C1=C(C)NC2=C(C(=O)c3ccccc32)C1c1cccc2ccccc12 (configuration not stated) | -2% | 3% | 0% | 0% | 0.0% | -1 | -19% | -2 | -2%
CCC1(c2ccccc2)NC(=O)N(CC(=O)Nc2cccc(S(=O)(=O)N3CCCC3)c2)C1=O (configuration not stated) | -5% | 2% | 14% | -6% | 0.0% | 0 | -15% | 11 | -5%
CCOC1=C2[C@@H](CN(S(=O)(=O)c3ccccc3C)[C@H]2c2ccc(Cl)cc2)[C@H]2C(=O)NC(=O)[C@H]2C1 | -2% | . | . | . | . | -4 | . | 3 | -1%
C=CCOc1ccc(C(=O)Nc2ncn[nH]2)cc1 | -1% | -10% | -8% | 0% | 1.5% | -7 | -8% | 2 | 1%
N#Cc1c(N)nc2c(c1-c1ccco1)CCCCC2 | -3% | 37% | 12% | -21% | . | 6 | -19% | -5 | 1%
CC(C)CNC(=O)c1cccc(NC(=O)CCc2ccccc2)c1 | 0% | -6% | 0% | -16% | -1.2% | -4 | -19% | 0 | 2%
O=S(=O)(NCc1ccccc1)NCc1ccccc1F | -3% | 2% | 0% | -5% | -0.9% | -2 | -14% | 0 | -8%
Cc1ccc(CN2CCSc3ccc(C(=O)N4CCOCC4)cc32)cc1 | -6% | 36%[activator] | 2% | 0% | 10% | -1 | -15% | 5 | 1%
COc1nc2ccccc2nc1N1CCN(Cc2ccc3c(c2)OCO3)CC1 | -6% | -1% | 8% | -5% | 2.7% | -1 | ? | 6 | -3%
O=C(CNC(=O)Cc1ccccc1)NCC(=O)OCC(=O)c1ccccc1Cl | -1% | -4% | 1% | 4% | 2.9% | 0 | -12% | -1 | 1%
O=C(NCCC1=CCCCC1)c1ccc2c(c1)N(Cc1ccc(Cl)cc1)C(=O)c1ccccc1S2=O (configuration not stated) | -2% | -3% | -4% | 2% | -1.3% | -4 | -22% | 1 | 1%
N#Cc1ccccc1CSc1nc(N)cc(N)n1 | -7% | 9%[57.1 µM] | -3% | 3% | -1.3% | -3 | -4% | 5 | 0%
C=CCC[C@@H](Cc1ccc(F)cc1)C(=O)OC[C@H](Cc1c[nH]c2ccccc12)NC(=O)[C@@H](CC=C)CC(=O)NCCO | -1% | -3% | 6% | 3% | . | -1 | -24% | 0 | -18%
CC(C)CC(=O)Nc1cccc(-c2cn3cccnc3n2)c1 | -1% | 157%[activator][57.1 µM] | 6% | -3% | 8.4% | 1 | 8% | -2 | -7%
CC(C)CN(CC(C)C)S(=O)(=O)N1CCC(C(=O)NCCN2CCOCC2)CC1 | -3% | 4% | -1% | 2% | 1.6% | 1 | -22% | 9 | 2%
O=C(CSc1n[nH]c(=O)n1C1CC1)Nc1cc(Cl)ccc1Oc1ccccc1 | -9% | 2% | 11% | 4% | 0.0% | -9 | -2% | 3 | 1%
COC(=O)CNC(=O)C12CC3(C)CC(C)(CC(C)(C3)C1)C2 | -3% | 10%[57.1 µM] | 4% | 1% | -1.7% | -1 | -14% | 1 | -6%
CCOCCCNC(=O)CCS(=O)(=O)Cc1ccc(C)cc1 | -2% | 9% | 2% | 2% | -2.6% | -4 | 14% | -4 | 1%
COc1ccc2c(C)cc(=O)oc2c1OCC(O)CN1CCOCC1 (configuration not stated) | -1% | . | . | . | . | -7 | . | -1 | 0%
CC1CCC(C(C)C)C(OC(=O)CSc2nccc(=O)[nH]2)C1 (configuration not stated) | 0% | 5%[57.1 µM] | -3% | -6% | 0.5% | -1 | -7% | -8 | 0%
COc1cc(NS(=O)(=O)c2ccc(NC(=O)C(C)Oc3ccc(Cl)cc3Cl)cc2)nc(OC)n1 (configuration not stated) | 6% | -8% | -19% | 0% | 3.1% | -12 | -17% | 2 | 0%
Cc1ccc(OC(=O)c2cc(-c3ccc4c(c3)OCCO4)on2)c(C)c1 | -4% | 1% | 3% | -1% | 1.2% | -4 | -20% | 5 | 2%
O=C(NC(=S)N1CCN(Cc2ccccc2)CC1)c1ccccc1 | -4% | -9% | 2% | 0% | -1.2% | -7 | -9% | 1 | 1%
CN(C)CCC(=O)c1ccc(Cl)cc1 | -12% | 12%[11.4 µM] | -7% | -8% | 3.2% | -8 | 0% | 58 | -19%
O=C(COC(=O)c1ccc[n+]([O-])c1)Nc1ccc(Cl)cc1[N+](=O)[O-] | 0% | -4% | 3% | 8% | 3.7% | -6 | -2% | -1 | 1%
CC(=O)Nc1ccc(C(=O)COC(=O)c2cc(C)oc2C)c(F)c1 | 0% | -8% | -5% | 17% | . | -3 | -7% | -3 | 0%

Full records as entered above.
Profile of C=CCOc1ccc(C(=O)Nc2ncn[nH]2)cc1 = Glioma ERSR ind: -1%; TrxR1 substrate: -10%; IDH1 R132H inh: -8%; Vif-APOBEC3F blk: 0%; RXFP1 agonist: 1.5%; LDHA block: -7; USP1 inh: -8%; PI4K2A block: 2; Vif-APOBEC3G blk: 1%
Profile of Cc1ccc(S(=O)(=O)Nc2ccccc2C(N)=O)cc1 = Glioma ERSR ind: -4%; TrxR1 substrate: 16%; IDH1 R132H inh: -4%; Vif-APOBEC3F blk: -3%; RXFP1 agonist: -0.2%; LDHA block: -11; USP1 inh: 2%; PI4K2A block: -5; Vif-APOBEC3G blk: -4%
